Compound activity (PubChem BioAssay)
TNAP inh noacc: inhibitors of human TNAP without phosphate acceptor | P05186 | inhibition, % at 20 µM | 200,000 compounds, 0.26% hits | purified TNAP, CDP-star luminescence, 30 min;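 active means tissue-nonspecific alkaline phosphatase inhibition above about 50% at 20 µM in the single-dose screen, limit read from the data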;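 further: 0% = DMSO negative control and 100% = EDTA positive control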
Target sequence (P05186 whole entry, looked up): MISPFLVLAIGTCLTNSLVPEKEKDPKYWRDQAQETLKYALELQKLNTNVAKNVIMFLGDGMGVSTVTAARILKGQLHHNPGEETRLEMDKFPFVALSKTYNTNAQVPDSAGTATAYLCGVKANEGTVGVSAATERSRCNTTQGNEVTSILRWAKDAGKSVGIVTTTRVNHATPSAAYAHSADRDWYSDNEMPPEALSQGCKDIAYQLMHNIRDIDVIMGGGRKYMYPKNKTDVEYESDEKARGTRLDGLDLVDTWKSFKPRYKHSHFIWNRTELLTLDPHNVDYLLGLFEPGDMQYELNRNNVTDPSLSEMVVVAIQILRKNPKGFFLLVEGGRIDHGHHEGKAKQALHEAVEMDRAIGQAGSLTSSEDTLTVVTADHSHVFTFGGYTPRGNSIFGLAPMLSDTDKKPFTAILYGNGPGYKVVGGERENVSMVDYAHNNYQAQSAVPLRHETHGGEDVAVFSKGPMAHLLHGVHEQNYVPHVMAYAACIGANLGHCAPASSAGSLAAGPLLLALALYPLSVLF
NF-kB neuron act: compounds increasing NF-kB expression in human neuronal cells; NF-kB reporter expression; hits give high values; fold change at 12.5 µM; 190,000 compounds, 1.6% hits; AID 1239; in the data active means fold change above about 3.3
PMI act: increases human mannose-6-phosphate isomerase activity | purified human PMI, coupled resazurin fluorescence, 20 min; hits give high values; 1 = vehicle control, 0 substrate-free wells | activation factor at 20 µM | 190,000 compounds, 0.005% hits | AID 1214;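 active means activation factor of 2 or more at 20 µM, relative to plate controls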
APP 5'UTR act: activates APP 5'UTR luciferase reporter; SH-SY5Y APP 5'UTR luciferase reporter, luminescence; zero percent = DMSO vehicle wells; activation, % at 2 µM; 190,000 compounds, 1% hits; AID 1276;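 active means activation above a set limit, based on mean plus 3 SD of controls, cut at about 140% in these data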; further: values of inactives mirror those of a sister screen read the other way
PMI act hi M6P: increases human PMI activity with near-saturating mannose 6-phosphate; P34949; coupled PMI enzyme assay, resazurin fluorescence, 20 min; hits give high values; 1 = untreated enzyme, 0 = substrate-free blank; activation factor at 20 µM; 190,000 compounds, 0.34% hits;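 active means activation factor of 2 or more at 20 µM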
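Technique: Diaphorase-driven resazurin-to-resorufin fluorescence, excitation 544, emission 590 nm | Assay system: Human PMI in coupled enzyme assay | Times: Enzyme reaction with compound 20 min at room temperature | Medium: HEPES-buffered pH 7.4 with magnesium and detergent | Reagent: Mannose-6-phosphate 1.0 mM (near-saturating) plus 0.22 mM NADP+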
bIAP act: increases bovine intestinal alkaline phosphatase activity; purified bovine IAP, CDP-star luminescence, 30 min; hits give high values; fold of DMSO-control signal, blank-subtracted; activation factor at 20 µM; 200,000 compounds, 0.17% hits; AID 1016;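 active means activation factor of 2 or more at 20 µM, a signal rise over negative controls twice the positive control's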
FLuc stim CS: firefly luciferase counter-screen for stimulation assays | 200,000 tested, under 10 active | ATPlite luciferase biochemical, luminescence, 10 min; 0 = ATP-free wells, 1 = DMSO control | AID 1027 | activation factor at 10 µM;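 active means luciferase activation factor, scaled between plate controls, of at least 2 with compound at 10 µM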
Target sequence (P08659 whole entry, looked up): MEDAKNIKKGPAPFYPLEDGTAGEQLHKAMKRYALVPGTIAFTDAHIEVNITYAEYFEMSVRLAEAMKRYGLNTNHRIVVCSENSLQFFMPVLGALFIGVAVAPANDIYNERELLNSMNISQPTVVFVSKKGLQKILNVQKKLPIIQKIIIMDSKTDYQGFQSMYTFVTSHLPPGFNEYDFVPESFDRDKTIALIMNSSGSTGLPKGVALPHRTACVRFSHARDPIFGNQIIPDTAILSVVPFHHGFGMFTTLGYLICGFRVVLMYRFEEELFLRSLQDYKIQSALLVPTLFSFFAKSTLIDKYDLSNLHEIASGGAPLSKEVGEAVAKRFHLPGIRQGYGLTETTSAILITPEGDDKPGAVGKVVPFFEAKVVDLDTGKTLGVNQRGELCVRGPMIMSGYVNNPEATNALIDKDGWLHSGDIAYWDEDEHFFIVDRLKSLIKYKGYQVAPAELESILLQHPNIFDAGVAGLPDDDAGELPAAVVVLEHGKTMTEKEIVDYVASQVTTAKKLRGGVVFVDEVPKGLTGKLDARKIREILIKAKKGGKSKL
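Assay system: Luciferase/luciferin reagent mix; Medium: PBS as buffer for the ATP substrate; Dosing: test compounds dosed from 2 mM stocks in 100% DMSO; Times: 10 min, room temperature; Signal: luminescence from luciferase reaction; Read-out: luciferase activation; Controls: No-ATP low control, compound-free enzyme-plus-ATP high control.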
TNAP inh hi DEA: blocks human TNAP under high phosphate acceptor concentration; P05186; purified TNAP, CDP-star luminescence, 1 M DEA; inhibition, % at 20 µM; 200,000 compounds, 0.03% hits; AID 1135;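 active means over 50% inhibition of tissue-nonspecific alkaline phosphatase at 20 µM in the single-dose screen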;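 further: plate controls were DMSO wells for no effect and EDTA-quenched wells as full inhibition for full effect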
TNAP act hiacc: increases human TNAP activity under high phosphate acceptor concentration. activation factor at 20 µM. purified TNAP, CDP-star luminescence, 1 M DEA, 30 min; hits give high values; 0 = EDTA background, 1 = DMSO-only activity. 200,000 tested, under 10 active;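 active means activation factor at least 2 at 20 µM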
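Assay system: human TNAP; Input: enzyme diluted 1/800 final; Reagent: CDP-star luminogenic substrate at 100 µM final; Timing: 30 min, room temperature; Signal: luminescence; Evaluation: TNAP activation factor scaled between EDTA and DMSO control wells.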
FLuc inhib CS: counter-screen for luciferase assay inhibitors: firefly luciferase inhibition; P08659; ATPLite firefly luciferase biochemical luminescence, 10 min; inhibition, % at 10 µM; 200,000 compounds, 1.5% hits; AID 1006;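 active means inhibition above about 50% when tested at 10 µM, limit read from the data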
* hit, by the source's call; · = not tested or not shown.

SMILES | TNAP inh noacc | NF-kB neuron act | PMI act | APP 5'UTR act | PMI act hi M6P | bIAP act | FLuc stim CS | TNAP inh hi DEA | TNAP act hiacc | FLuc inhib CS
COc1cccc(-c2nnn(C/C(N)=N/O)n2)c1 | -17 | 1.3 | 1 | 5 | 1.1 | 1 | 1 | -1 | 1 | -2
Cc1ccc(NC(=O)CCC(=O)OCC(=O)c2ccc(Oc3ccc([N+](=O)[O-])cc3)cc2)cc1C | -7 | 1.1 | 0.9 | 1 | 1 | 0.9 | 1 | -1 | 1 | 0
CC1CN(S(=O)(=O)c2cccc(C(=O)OCc3cc(=O)oc4cc(O)ccc34)c2)CC(C)O1 (stereo not drawn) | -7 | 0.4 | 0.8 | 3 | 0.8 | 1 | 1 | -1 | 1 | -5
COCCCNC(=O)C(=O)NCCCOC(C)C | -7 | 0.92 | 1 | 15 | 0.9 | 1 | 1 | 3 | 1 | -3
C=CCn1c(=O)c2ccccc2n2c(SCc3cc(=O)n4ccsc4n3)nnc12 | -8 | 0.83 | 1 | -13 | 0.9 | 1 | 1.1 | -8 | 1.1 | -6
Cc1nc2cc(S(=O)(=O)N(C)C)ccc2n1-c1ccccc1 | -4 | 1.2 | 0.9 | -31 | 0.8 | 0.9 | 1 | -1 | 1 | -4
CCOC(=O)c1[nH]c(C)c(C(=O)N(C)Cc2ccccc2)c1C | -8 | 0.99 | 1 | -12 | 1 | 1 | 1 | -1 | 1 | 2
COc1ccc(C(C(=O)NC2CCCC2)N(C(=O)c2ccco2)c2ccc(OC)c(OC)c2)cc1 (stereo not drawn) | -7 | 1.6 | 0.9 | -8 | 0.7 | 1 | 1 | -2 | 1 | 1
COc1ccc2c(c1)c(=O)oc1c(C)c(OCc3cc(C(=O)O)oc3C)ccc12 | -11 | 0.89 | 1.1 | 5 | 1 | 1 | 0.9 | -4 | 1 | 13
CC(C)c1ccc(OC(=O)NCCO)cc1 | -12 | 1.2 | 0.9 | 10 | 0.9 | 1 | 1.1 | -3 | 1 | -5
Cc1ccc(-n2c(SCC(=O)Nc3ccc4c5c(cccc35)CC4)nc(O)c(C)c2=O)cc1 | -23 | 0.86 | 0.8 | 18 | 1.1 | 0.8 | 1 | 2 | 1 | 2
COc1cc(NC(=O)NC(C)(C(F)(F)F)C(F)(F)F)cc(OC)c1OC | -13 | 0.92 | 0.8 | 9 | 0.8 | 0.9 | 1.1 | -4 | 1 | -7
CCC(=O)Nc1ccc(Cl)c(NC(=O)c2cccnc2)c1 | -12 | 1.1 | 0.8 | 6 | 0.9 | 0.9 | 1 | -5 | 1.1 | -1
CCC(=O)c1ccc(OCC(=O)O)c(OC)c1 | -9 | 1.3 | 1.1 | 9 | 1.1 | 1.1 | 1 | -4 | 1 | -4
Cc1ccccc1NC(=O)c1cccc(OCc2c(C)noc2C)c1 | -7 | 1.1 | 0.9 | 3 | 0.9 | 0.9 | 1 | 0 | 1 | -5
COc1ccc(C2C3=C(NCCN=C3c3ccccc3)C(=O)N2c2ccccc2)c(OC)c1 (stereo not drawn) | 10 | 1.1 | 1.1 | 3 | 1.1 | 1.1 | 1 | -3 | 1 | -2
Cc1ccccc1-n1c(=O)c2ccccc2n2nnnc12 | -10 | 0.89 | 0.9 | 7 | 0.9 | 0.9 | 1.1 | -9 | 1.1 | -10
COc1ccc(C(=O)Nc2nc3ccccc3s2)cc1OC | -7 | 3.6* | · | 139* | · | 1.2 | 0.8 | -2 | 1 | 21
O=C(CCCN1C(=O)c2ccccc2C1=O)NCCCN1CCOCC1 | -15 | 1.1 | 0.9 | -9 | 0.9 | 1 | 1.1 | -3 | 1 | -6
COc1ccc(NC(=S)Nc2ccc(Oc3ccccc3)cc2)cc1 | 2 | 0.46 | 1 | 21 | 0.9 | 0.9 | 0.9 | 6 | 0.9 | 8
Cc1ccc(NC(=O)CC2=NC(=O)C(CC(=O)Nc3ccccc3C)S2)cc1 (stereo not drawn) | -20 | 1.2 | 1 | -26 | 1.1 | 1 | 1.1 | -2 | 1 | -7
Cc1cc(C(=O)NC2CCCCC2)c2cc(F)ccc2n1 | -4 | 1.1 | 1.1 | 5 | 1.1 | 1.1 | 1 | -1 | 1 | -2
CCOC1OC(=O)C(Cl)=C1Nc1ccccc1C (stereo not drawn) | -22 | 1.2 | 0.9 | 8 | 1.1 | 0.3 | 1 | -2 | 1 | -3
CN(C)C(=O)CSCc1c(Cl)cccc1Cl | -8 | 0.98 | 1 | -2 | 1.1 | 0.8 | 1.1 | -5 | 1.1 | -6
CCOC(=O)Cc1c(C)nc2c(-c3cccc(Br)c3)cnn2c1C | -9 | 1.3 | 0.9 | 3 | 0.8 | 1.1 | 1 | -1 | 1 | -2
Cc1ccc(-c2nn(CC(=O)O)c(=O)c3ccccc23)cc1 | -10 | 1.1 | 1.2 | 9 | 1.1 | 0.9 | 1 | -2 | 1 | -4
CC(=O)N(\C=C/C=C/C=C1\Sc2ccccc2C1=O)c1ccccc1 | 40 | 1.2 | 0.7 | 2 | 0.6 | 0.9 | 0.9 | 44 | 0.6 | 11
COC(=O)c1cc(=O)n2c(-c3ccccc3)csc2n1 | -7 | 1 | 1 | -1 | 1 | 0.9 | 1 | -2 | 1 | -3
COC(=O)c1sccc1NC(=S)N1CC(C)CC(C)C1 (stereo not drawn) | -12 | 1 | 0.9 | · | 0.9 | 0.7 | 1 | -2 | 1 | -1
CCCC(=O)Nc1cc(OC)c(OC)cc1C(=O)O | -6 | 1 | 0.9 | -8 | 1 | 0.9 | 1 | -1 | 1 | -4
COc1cc(CNCCNCC(C)O)ccc1OCc1ccc(Cl)nc1 (stereo not drawn) | 2 | 1.6 | 1.2 | 1 | 1.2 | 1 | 1 | -3 | 1 | -3
CCOC(=O)C(=O)Nc1ccc(OC)c(Cl)c1 | -8 | · | 1 | 21 | 1.1 | 1.1 | 1 | -6 | 1.1 | 0
COc1ccc(CC(=O)Nc2cc3oc4ccccc4c3cc2OC)cc1 | -12 | 1.4 | 0.7 | 81 | 0.8 | 0.9 | 1 | 2 | 1 | -3
Cc1cccc(N(CC(N)=O)C2SC(=O)N(c3ccccc3)C2=O)c1 (stereo not drawn) | -39 | 1.1 | 0.9 | 13 | 0.8 | 1 | 1.1 | -4 | 1 | -6
COc1ccc(C)cc1S(=O)(=O)N(CC(=O)Nc1cccc([N+](=O)[O-])c1)c1ccccc1 | -11 | 0.74 | 0.8 | -3 | 0.9 | 1 | 1.1 | -5 | 1 | -5
CCC(=O)N1CCc2cc(S(=O)(=O)CCC(=O)Nc3ccc(OC)c(OC)c3)ccc21 | -10 | 0.58 | 1.1 | -5 | 1 | 1 | 1 | -3 | 1 | -1
CC(OC(=O)CCc1nc2ccccc2c(=O)[nH]1)C(=O)c1ccc(C(C)(C)C)cc1 (stereo not drawn) | -14 | 5.8* | 0.8 | 20 | 1 | 1 | 1 | -4 | 1 | -2
CCOC(=O)c1nn(-c2ccccc2)c2nnc(Cc3ccc(Cl)cc3)c(=O)n12 | -2 | 1.2 | 1 | 11 | 1 | 0.9 | 1.1 | -1 | 1 | -8
Cc1nnc(NC(=O)CSc2nc3[nH]ncc3c(=O)[nH]2)s1 | -26 | 1.4 | 1.4 | -10 | 1.2 | 1 | 1 | -5 | 1.1 | -3
O=C(COC(=O)c1ccc(S(=O)(=O)N2CCCC2)cc1)NCc1cccs1 | -8 | 1 | 0.9 | 20 | 0.9 | 0.8 | 1 | 0 | 1 | 0
CC(C)CNS(=O)(=O)c1ccc(CCC(=O)N2CCOCC2)cc1 | -8 | 1.2 | 0.9 | -7 | 0.9 | 0.9 | 1 | 1 | 1 | -1
CC1(NC(=O)C23CC4CC(CC(C4)C2)C3)CCS(=O)(=O)C1 (stereo not drawn) | -6 | 1.2 | 0.9 | -4 | 1 | 0.9 | 1 | 2 | 1 | 0
CC(=O)Nc1ccc(NS(=O)(=O)c2cccc3ccccc23)cc1 | 5 | 1.1 | 1.2 | -17 | 1.2 | 1 | 1 | -6 | 1.1 | 0
O=C1CCc2cc(S(=O)(=O)N3CCN(c4cccc(Cl)c4)CC3)ccc2N1 | -10 | 1 | 1 | 8 | 1 | 0.9 | 1 | -6 | 1.1 | -2
O=C(N/N=C/c1cccs1)c1ccc(-n2cccc2)cc1 | -10 | 1.5 | 1 | 7 | 1.1 | 1 | 1 | -5 | 1 | 3
CCCn1c(=O)c2ccccc2n2c(SCCOc3ccccc3F)nnc12 | -4 | 0.75 | 0.9 | 4 | 0.9 | 1 | 1 | -1 | 1 | -3
CC1(C)CC(=O)C2=C(C1)NC(SCC(N)=O)=C(C#N)C21CCCCC1 | -16 | 1.2 | 1 | 0 | 1.1 | 1 | 1.1 | -3 | 1 | -6
O=C1CC(c2ccco2)Cc2nc(N3CCc4ccccc4C3)ncc21 (stereo not drawn) | -3 | 1.5 | 1.1 | 1 | 0.8 | 0.9 | 1.1 | -8 | 1.1 | -5
O=C(N/N=C\c1ccco1)c1cncc(Br)c1 | 13 | 1.1 | 0.9 | 7 | 1 | 0.9 | 1 | 1 | 1 | 3
CCOC(=O)Cc1ncccc1C(=O)Nc1ccc(Oc2ccccc2)cc1 | -8 | 0.93 | 1.1 | 26 | 1 | 1.2 | 0.9 | 12 | 0.9 | 5
The list goes on.
SMILES | TNAP inh noacc | NF-kB neuron act | PMI act | APP 5'UTR act | PMI act hi M6P | bIAP act | FLuc stim CS | TNAP inh hi DEA | TNAP act hiacc | FLuc inhib CS
COc1ccc(NC(=O)CCSc2ccc(F)cc2)cc1 | -11 | 2.4 | 1 | 33 | 1 | 0.9 | 1 | 0 | 1 | 0
COc1ccc(CCN2C(=O)C(O)=C(C(=O)c3ccco3)C2c2cccs2)cc1OC (stereo not drawn) | -1 | 1 | 1 | 15 | 1 | 1 | 1.1 | 3 | 1 | -5
COC(=O)C(CCSC)NS(=O)(=O)c1ccc(Cl)cc1 (stereo not drawn) | 8 | 1.2 | 1 | -7 | 0.9 | 1.1 | 1.1 | 0 | 1 | -6
COc1ccc(NC(=O)Nc2ccc(C(=O)N3CCOCC3)cc2)c(OC)c1 | -6 | 1 | 0.9 | 0 | 1 | 1 | 1 | -4 | 1 | -1

Complete entries, quoted from the list. Order of screens: TNAP inh noacc | NF-kB neuron act | PMI act | APP 5'UTR act | PMI act hi M6P | bIAP act | FLuc stim CS | TNAP inh hi DEA | TNAP act hiacc | FLuc inhib CS
Listed for O=C1CC(c2ccco2)Cc2nc(N3CCc4ccccc4C3)ncc21 (stereo not drawn) = -3 | 1.5 | 1.1 | 1 | 0.8 | 0.9 | 1.1 | -8 | 1.1 | -5
Listed for COC(=O)c1sccc1NC(=S)N1CC(C)CC(C)C1 (stereo not drawn) = -12 | 1 | 0.9 | · | 0.9 | 0.7 | 1 | -2 | 1 | -1
Listed for CC(=O)Nc1ccc(NS(=O)(=O)c2cccc3ccccc23)cc1 = 5 | 1.1 | 1.2 | -17 | 1.2 | 1 | 1 | -6 | 1.1 | 0
Listed for Cc1ccccc1-n1c(=O)c2ccccc2n2nnnc12 = -10 | 0.89 | 0.9 | 7 | 0.9 | 0.9 | 1.1 | -9 | 1.1 | -10
